Assay outcomes: PubChem, National Center for Advancing Translational Sciences (NCATS)
Vif-APOBEC3F blk – qHTS for Inhibitors of Vif-A3F Interactions: qHTS; HeLa A3F-eYFP + Vif (tagged APOBEC3F with the HIV-1 protein that degrades it), YFP fluorescence increase; Potency, µM (highest dose often 46.1 µM), for inactives: top-dose activity, negative = active; 390,000 compounds, 0.2% hits; also: potency is read from the fitted curve at half-maximal effect; % of control where 0% means no effect; nearly all actives have a fitted effect of over 65% in size
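HeLa cells stably expressing A3F-eYFP plus Vif, plated and incubated overnight at 37 deg C, then exposed to compounds overnight at 37 deg C. Blocked degradation read as raised yellow fluorescence (Ex 488/Em 500-530).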
USP1-UAF1 inh – Inhibitors of USP1/UAF1: Primary Screen; recombinant USP1/UAF1, Ub-Rhodamine cleavage fluorescence; Potency, µM (series often up to 57.1 µM), for inactives: top-dose activity change, negative = inhibition, actives largely listed as inhibitors; 390,000 compounds, 0.23% hits; also: potency is read from the fitted curve at half-maximal effect; % is scaled to controls: 0 for no effect and ±100 for the full control effect; nearly all actives have a fitted effect of over 60% in size; inactives centre near -12
Target sequence (O94782 whole entry, looked up): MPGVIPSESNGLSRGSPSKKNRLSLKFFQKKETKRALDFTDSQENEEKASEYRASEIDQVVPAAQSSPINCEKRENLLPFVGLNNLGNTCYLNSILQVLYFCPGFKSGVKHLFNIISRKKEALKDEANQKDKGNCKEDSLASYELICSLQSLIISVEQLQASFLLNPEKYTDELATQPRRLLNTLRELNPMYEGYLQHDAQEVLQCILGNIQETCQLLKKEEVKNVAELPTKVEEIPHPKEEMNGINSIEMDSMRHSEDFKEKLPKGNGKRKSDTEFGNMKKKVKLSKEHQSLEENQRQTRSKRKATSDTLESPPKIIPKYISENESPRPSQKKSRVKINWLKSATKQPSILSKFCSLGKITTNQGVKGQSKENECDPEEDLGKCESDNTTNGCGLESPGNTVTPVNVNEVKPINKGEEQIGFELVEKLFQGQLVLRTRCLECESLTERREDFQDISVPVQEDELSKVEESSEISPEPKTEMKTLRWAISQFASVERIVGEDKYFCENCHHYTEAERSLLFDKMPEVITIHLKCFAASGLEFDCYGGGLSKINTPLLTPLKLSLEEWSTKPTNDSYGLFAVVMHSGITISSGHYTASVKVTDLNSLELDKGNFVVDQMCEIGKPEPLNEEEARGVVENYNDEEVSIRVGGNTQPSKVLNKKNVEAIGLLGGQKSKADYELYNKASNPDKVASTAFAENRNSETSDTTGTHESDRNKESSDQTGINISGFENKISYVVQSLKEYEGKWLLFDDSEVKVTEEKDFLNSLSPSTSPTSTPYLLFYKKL
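Step one: compound is pinned into 1nM USP1/UAF1 in HEPES pH 7.8 buffer with TCEP. Step two: 15 min room-temperature incubation. Step three: Ub-Rho (150nM final) starts cleavage, tracked by fluorescence over six one-minute reads.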
TrxR1 substrate – qHTS Assay for Substrates of Mammalian Selenoprotein Thioredoxin Reductase 1 (TrxR1): qHTS. purified TrxR1 substrate turnover, NADPH consumption readout. Potency, µM (highest dose often 114 µM), for the others: at the highest dose activity change, negative = substrate turnover. 390,000 compounds, 0.01% hits. AID 588456, 2011; also: potency is read from the fitted curve at half-maximal effect; % is scaled to controls: 0 for no effect and ±100 for the full control effect; nearly all actives have a fitted effect of over 50% in size
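Rat TrxR1, dispensed at 90 nM, was prereduced with 400 uM NADPH (final) for 5 min at ~22 deg C, then incubated with compound 15 min before 400 uM selenite. A first-read NADPH fluorescence drop versus no-compound background flagged substrates.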
RGS4 inhibitor – Inhibitors of Regulator of G Protein Signaling (RGS) 4: qHTS; Regulator of G-protein signaling 4 (Homo sapiens), P49798; Transcreener GDP fluorescence polarization, RGS4-accelerated GTP hydrolysis; Potency, µM (top dose mostly 114 µM), inactives show at the top dose activity change, negative = inhibition, hits mostly inhibitors; 390,000 compounds, 0.039% hits; also: potency is read from the fitted curve at half-maximal effect; % is scaled to controls: 0 for no effect and ±100 for the full control effect; nearly all actives have a fitted effect of over 75% in size; some results filed as inactive show a strong effect at the top dose
Target sequence (P49798 whole entry, looked up): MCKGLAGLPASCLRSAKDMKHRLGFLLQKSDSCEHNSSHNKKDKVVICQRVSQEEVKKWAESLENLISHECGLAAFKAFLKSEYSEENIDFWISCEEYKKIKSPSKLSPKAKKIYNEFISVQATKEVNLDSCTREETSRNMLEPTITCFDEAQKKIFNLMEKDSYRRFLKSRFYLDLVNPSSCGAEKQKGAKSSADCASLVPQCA
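MLSMR compounds (23 nl, pin-transferred) preincubated 10 min at room temperature with a 500nM (2x) first reagent, then RGS4 at 900nM (2x) plus Transcreener GDP mix added; fluorescence polarization (620/688 nm) read before and after 90 min at 30 °C.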
IDH1 R132H inh – qHTS for Inhibitors of mutant isocitrate dehydrogenase 1 (IDH1): qHTS; Isocitrate dehydrogenase [NADP] cytoplasmic (Homo sapiens), O75874; IDH1-R132H enzyme, NADPH consumption, diaphorase/resazurin fluorescence; Potency, µM (top dose mostly 76.6 µM), without a hit: at the top dose activity change, negative = inhibition, hits mostly inhibitors; 390,000 compounds, 0.093% hits; also: potency is read from the fitted curve at half-maximal effect; % is scaled to controls: 0 for no effect and ±100 for the full control effect; nearly all actives have a fitted effect of over 65% in size
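IDH1-R132H (0.5 ug/mL) preincubated 30 min with compound, then NADPH (0.016 mM) and alpha-KG (2 mM) added; 80 min at RT, pH 7.5. Remaining NADPH coupled via diaphorase/resazurin to fluorescence (540/590 nm); concentration-response curves normalized to no-enzyme control.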
rTrxR1 inhibitor – qHTS Assay for Inhibitors of Mammalian Selenoprotein Thioredoxin Reductase 1 (TrxR1): qHTS; Thioredoxin reductase 1, cytoplasmic (Rattus norvegicus), O89049; AID 588453, 2011; recombinant rTrxR1, NADPH fluorescence consumption, selenite substrate; Potency, µM (doses to about 114 µM), for inactives: at the highest dose activity change, negative = inhibition, actives largely listed as inhibitors; 390,000 compounds, 1% hits; also: potency is read from the fitted curve at half-maximal effect; % is scaled to controls: 0 for no effect and ±100 for the full control effect; nearly all actives have a fitted effect of over 65% in size
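Rat TrxR1 (90 nM in the dispensed reagent) was pre-reduced with 400 uM NADPH for 5 min at room temperature, then incubated with compound for 15 min. After 400 uM selenite was added, NADPH fluorescence (Ex 340/Em 450 nm) was followed for 8 min.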
Vif-APOBEC3G blk – qHTS for Inhibitors of Vif-A3G Interactions: qHTS; Potency, µM (series often up to 46.1 µM), without a hit: at the highest dose activity, negative = active, hits mostly inhibitors; AID 602310, 2012; DNA dC->dU-editing enzyme APOBEC-3G (Homo sapiens), Q9HC16; HeLa A3G-eYFP + Vif (tagged APOBEC3G with the HIV-1 protein that degrades it), YFP fluorescence, overnight; 410,000 compounds, 0.076% hits;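 also: potency is read from the fitted curve at half-maximal effect; % is scaled to controls: 0 for no effect and ±100 for the full control effect; nearly all actives have a fitted effect of over 60% in size; hits raise eYFP signal because A3G escapes Vif-driven loss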
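HeLa cells stably expressing Vif and C-terminally eYFP-tagged A3G, seeded overnight at 37 deg C, then exposed to compound by pintool overnight at 37 deg C. Rise in yellow fluorescence (Ex 488/Em 500-530, Acumen) marks blocked Vif-driven A3G degradation.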
LDHA inh – qHTS assay for inhibitors of human lactate dehydrogenase. L-lactate dehydrogenase A chain (Homo sapiens), P00338. 480,000 compounds, 0.15% hits. AID 1347041, 2019. activity change, % (values are at about 110 or 230 µM). purified LDHA, NADH/diaphorase-resazurin fluorescence; hits give low values; in the data active = activity change below about -30%; inconclusive = mostly about -25% to -30%;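 also: plate controls were DMSO wells for no effect and wells without enzyme for full effect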
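Enzyme activity of human lactate dehydrogenase 5 (2 nM; 0.06 mM NADH, 0.2 mM pyruvate, 5 min, RT) is measured via a resazurin/diaphorase fluorescence readout of residual NADH.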
Glioma ERSR ind – qHTS for Inducers of the Endoplasmic Reticulum Stress Response (ERSR) in Human Glioma: qHTS. 420,000 compounds, 0.02% hits. U87-MG GRP78 promoter luciferase reporter, 16 h. Potency, µM, without a hit: at the top dose activation, most hits filed as activators; also: potency is read from the fitted curve at half-maximal effect; series mostly up to about 76 µM; % of control where 0% means no effect; nearly all actives have a fitted effect of over 35% in size
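Stably transfected U87-MG human glioma cells carrying a GRP78-based luminescent sensor were seeded at 1000 cells/well, pin-dosed with compounds and incubated 16 h. Luciferase reagent was then added, and end-point luminescence was read after 10 min at room temperature.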
Numbers without * were called inactive; ? = inconclusive; & = joins results of further samples; [ ] = dose if it differs, or a comment. Unless noted, calls follow the shape of the dose curve; as a rule, active = well fitted curve in the direction sought with a large enough effect; inconclusive = small, poorly fitted or top-dose-only effect, or another doubt; inactive = no such curve, though single readings can be large; an effect the other way counts as inactive or inconclusive. These rows are one share of the data; rates above refer to the full screens.

The first 3 entries, ahead of the listing:
SMILES	Vif-APOBEC3F blk	USP1-UAF1 inh	TrxR1 substrate	RGS4 inhibitor	IDH1 R132H inh	rTrxR1 inhibitor	Vif-APOBEC3G blk	LDHA inh	Glioma ERSR ind
CCn1c(-c2ccccc2Cl)nn(CC(=O)Nc2ccccc2C)c1=S	-3%	-23%	-4%	-29%	0%	-6%	-2%	-14	-5%
O=C(CCC(=O)c1cccs1)OCC(=O)c1ccc(F)cc1	3%	-17%	-4%	-3%	0%	10%	0%	-1	-1%
Cc1ccc(S(=O)(=O)Oc2ccc(/C=N/NC(=O)c3c(Cl)cnn3C)cc2)cc1	-8%	-21%	-1%[57.1 µM]	20%	14%	26%[57.1 µM]	0%	-17	-3%

Main list, from the first entry:
SMILES	Vif-APOBEC3F blk	USP1-UAF1 inh	TrxR1 substrate	RGS4 inhibitor	IDH1 R132H inh	rTrxR1 inhibitor	Vif-APOBEC3G blk	LDHA inh	Glioma ERSR ind
CCn1c(-c2ccccc2Cl)nn(CC(=O)Nc2ccccc2C)c1=S	-3%	-23%	-4%	-29%	0%	-6%	-2%	-14	-5%
O=C(CCC(=O)c1cccs1)OCC(=O)c1ccc(F)cc1	3%	-17%	-4%	-3%	0%	10%	0%	-1	-1%
Cc1ccc(S(=O)(=O)Oc2ccc(/C=N/NC(=O)c3c(Cl)cnn3C)cc2)cc1	-8%	-21%	-1%[57.1 µM]	20%	14%	26%[57.1 µM]	0%	-17	-3%
O=C(N/N=C1/CCSC1)c1cccc([N+](=O)[O-])c1	6%	-18%	6%	-27%	-5%	7%	1%	-5	0%
C/C(CCC(C)C)=N\NC(=S)NCc1ccccc1	?	-18%	-1%	-3%	0%	15%	-1%	-2	-6%
COc1cccc(-c2ccc3c(N)c(C(=O)NCc4ccc(Cl)cc4)sc3n2)c1	-23%	-21%	6%	25%	0%	23%	-1%	-8	-3%
O=C(NC1CC1)c1ccc2c(Cl)c3c(nc2c1)CCCC3	-5%	-25%	4%	18%	4%	-15%	2%	-5	6%
CN(CC(=O)Nc1cccc(S(=O)(=O)N(C)C)c1)Cc1ccccc1	3%	-21%	2%	0%	2%	7%	1%	-5	4%
COCCn1nnnc1C(c1cc2ccc(OC)cc2[nH]c1=O)N1CCN(C2CCCCC2)CC1 (stereo not given)	2%	-18%	7%[57.1 µM]	-16%	0%	5%[57.1 µM]	1%	-5	-2%
CCCn1c(N)c(N(CCOC)C(=O)CSCC(=O)Nc2ccc(C)cc2)c(=O)[nH]c1=O	3%	-19%	-1%	3%	10%	20%	1%	-9	-1%
COCCNC(=O)[C@H]1N2C(=O)c3c(ccc(OC)c3OC)C2SC1(C)C (stereo not given in full)	-5%	-10%	1%	-8%	-3%	37%[activator]	-1%	-5	-7%
CCCN(CCC)S(=O)(=O)c1ccc(C(=O)Nc2nnc(-c3cc(OC)cc(OC)c3)o2)cc1	5%	-14%	2%	-20%	2%	10%	4%	3	2%
O=S(=O)(c1cccc(-c2csc(-c3ccccc3)n2)c1)N1CCOCC1	-3%	-13%	-7%	?	-2%	4%	0%	-1	3%
Cc1cc(C(=O)NCCCN2CCCC2=O)cs1	-10%	-12%	12%	41%	11%	22%	2%	-11	2%
Cc1ccc(NC2=CC(=O)CC(C)(C)C2)c(N)c1	-3%	7%	-1%	21%	3%	19%	0%	0	1%
CC(C)c1ccc(NC(=O)N2CCc3ccccc3C2)cc1	18%	-13%	-7%	8%	11%	5%	-8%	1	1%
CN1CCN(c2ccccc2NC(=O)c2ccc(-c3cccc(Cl)c3)o2)CC1	-1%	?	4%	-15%	-1%	5%	-7%	-5	-4%
CSCCC(NC(=O)COc1ccccc1)C(=O)N1CCN(c2cccc(C(F)(F)F)c2)CC1 (stereo not given)	-3%	-11%	-3%[57.1 µM]	-7%	-4%	2%[57.1 µM]	0%	8	-3%
CC(C)c1ccc(NC(=O)CSC2=Nc3ccccc3C3=NC(CC(=O)NC4CCCCC4)C(=O)N23)cc1 (stereo not given)	0%	?	-5%[57.1 µM]	-2%	-8%	10%[57.1 µM]	-17%	1	-4%
Cc1ccc(/C=N/Nc2ccc3c(C(F)(F)F)cc(C(F)(F)F)nc3n2)cc1	?	-21%	4%[57.1 µM]	5%	-1%	15%[57.1 µM]	1%	3	-1%
CCCN(CC1CC1)c1nc(C)nc(Nc2c(Cl)cc(Cl)cc2Cl)c1Cl	-2%	-29%	-8%[57.1 µM]	27%[56.9 µM]	-1%	-22%[57.1 µM]	0%	-6	-6%&-3%&-3%
Cc1c(C)c2ccc(OS(C)(=O)=O)cc2oc1=O	-22%	-6%	43%[activator]	-24%	2%	-17%	0%	0	-2%
CCc1ccc(NC(=O)CC2C(=O)N(c3cccc(C)c3)C(=O)N2Cc2ccco2)cc1 (stereo not given)	3%	-13%	-4%	-11%	21%	-10%	1%	5	1%
COC(=O)C1=C(C)OC(N)=C(C#N)C1c1ccco1 (stereo not given)	-14%	-8%	0%	-27%	-1%	1%	0%	0	-2%
CC(CNC(=O)CCn1c(=O)c2cccn2c2ccc(F)cc21)c1ccccc1 (stereo not given)	2%&1%	-23%&-3%	-13%	24%&0%	-9%&-30%	-10%&12%	0%&5%	-6&-14	-1%&-3%
Cc1nc2ccccc2c2oc(C(=O)N3CCN(C(=O)c4ccco4)CC3)cc12	0%	-5%	-2%[57.1 µM]	-16%	5%	-26%[57.1 µM]	1%	-7	-2%
COC(=O)[C@]1(C)N[C@H](CN(C)S(=O)(=O)c2ccc(OC)cc2)[C@@H]2C(=O)N(C)C(=O)[C@@H]21	-2%	-15%	2%	3%	1%	20%	-3%	1	2%
O=C(COC(=O)Cn1cnc2ccccc2c1=O)NCc1ccccc1Cl	0%	-11%	-5%	-1%	-3%	5%	6%	0	-3%
COCC(C)n1c(SCc2cc(C(=O)OC)c(C)o2)nc2ccccc2c1=O (stereo not given)	-5%	-4%	-6%	-3%	1%	3%	-8%	0	2%
Cc1ccc(C2CC2C(=O)NNC(=S)Nc2cccc(C)c2)cc1 (stereo not given)	-1%	-15%	2%[57.1 µM]	-1%	10%	?	-23%	-8	-3%
Cc1ccc(NC(=O)NC(=O)c2ccccc2)cc1F	-2%	-17%	8%[57.1 µM]	17%	3%	20%[57.1 µM]	-1%	-9	5%
CSc1nnc(NC(=O)c2ccc3c(c2)OCO3)s1	-5%	-8%	-1%	-11%	23%	12%	-1%	-4	-3%
COc1ccc(C2C(C#N)=C(C)NC(C)=C2C(=O)OC(C)C)c(OC)c1 (stereo not given)	1%	-23%	11%	1%	0%	6%	-8%	5	-2%
Cc1c(Cl)cccc1NC(=O)CCN1C(=O)NC(C)(C)C1=O	5%	-9%	-4%[57.1 µM]	-11%	-2%	-12%[57.1 µM]	0%	-1	-1%
CCCCn1nnc(NC(=O)c2cc3ccccc3o2)n1	-2%	-4%	-11%	13%	-3%	-11%	2%	-5	3%
O=C(Nc1ccccc1)C1CCN(S(=O)(=O)c2cccs2)CC1	0%	-19%	1%	-2%	12%	4%	-13%	-3	-3%
CN(C)S(=O)(=O)c1ccc(C(=O)OCC(=O)c2ccc3c(c2)NC(=O)CO3)cc1	2%	-17%	9%	13%	-3%	18%	-1%	-6	-4%
C=CCc1c(C)nc(-c2ccccc2)nc1Nc1ccccc1O	22µM*	-15%	-9%	33%	-3%	2%	?	-10	-4%

3 compounds from above, arranged by the number in TrxR1 substrate, falling:
| Molecule | TrxR1 substrate |
| --- | --- |
| CSc1nnc(NC(=O)c2ccc3c(c2)OCO3)s1 | -1% |
| O=C(COC(=O)Cn1cnc2ccccc2c1=O)NCc1ccccc1Cl | -5% |
| C=CCc1c(C)nc(-c2ccccc2)nc1Nc1ccccc1O | -9% |
